# Screening data as filed in PubChem BioAssay.
# Bim-Bcl-B: inhibitors of Bim-Bcl-B binding, primary screen, biochemical, multiplexed, human Bcl-2 family | inhibition, % at 10 µM | Bcl-2-like protein 10 (Homo sapiens), Q9HD36 | AID 951, 2007 | bead-based flow cytometry, Bim peptide-Bcl-B binding | 0.073% of 190,000 active;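 further: 0% = tracer peptide without compound and 100% = reference inhibitor peptide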
# Target sequence (Q9HD36 whole entry, looked up): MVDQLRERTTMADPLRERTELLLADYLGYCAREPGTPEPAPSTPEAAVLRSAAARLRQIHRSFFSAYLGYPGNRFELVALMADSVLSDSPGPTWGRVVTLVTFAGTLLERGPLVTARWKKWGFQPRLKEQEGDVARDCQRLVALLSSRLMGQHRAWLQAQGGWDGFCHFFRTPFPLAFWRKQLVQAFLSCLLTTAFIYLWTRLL
# RGS7-Gao: RGS7-Galphao binding modulators, primary screen, biochemical, multiplexed bead flow cytometry; binding response (% of control), % at 10 µM; actives lie on both sides; AID 1439, 2008; 0.35% of 220,000 active; in the data active means binding response below about 49% or above about 150%; inconclusive means no clear call, values can overlap the other calls; inactive means in between;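 further: fluorescent Galphao held in activated GDP-AlF4 state binding bead-coupled RGS7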
# Bim-Bfl-1: inhibitors of Bim binding to Bfl-1, primary screen, biochemical, multiplexed, bead-based flow cytometry. Bim-Bfl-1 binding inhibition. AID 1008, 2008. 0.12% of 190,000 active. inhibition, % at 10 µM. Bcl-2-related protein A1 (Homo sapiens), Q16548;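 further: 0% = wells without compound plus tracer and 100% = blocker peptide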
# RGS4-Gao reg: modulators of RGS4 binding to Galphao, primary screen, biochemical, multiplexed bead flow cytometry | binding response (% of control), % at 10 µM | AID 1415, 2008 | Guanine nucleotide-binding protein G(o) subunit alpha (Homo sapiens), P09471 | 0.33% of 220,000 active | actives lie on both sides; in the data active means binding response below about 49% or above about 150%; inactive means in between;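 further: fluorescent Galphao activated with aluminum fluoride binding bead-coupled RGS4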
# Bim-Bcl-2: inhibitors of Bim-Bcl-2 binding, primary screen, biochemical, multiplexed, human Bcl-2 family; Bead-based flow cytometry, Bim peptide-Bcl-2 binding; inhibition, % at 10 µM; 0.06% of 190,000 active; AID 950, 2007; in the data active means inhibition above about 40%; inconclusive means no clear call, values can overlap the other calls;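 further: 0% = no compound wells with probe peptide and 100% = reference peptide inhibitor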
# Bim-Mcl-1: inhibitors of Bim peptide binding to Mcl-1, primary screen, biochemical, bead-based flow cytometry, multiplex; Induced myeloid leukemia cell differentiation protein Mcl-1 (Homo sapiens), Q07820; Bim peptide-Mcl-1 binding; inhibition, % at 10 µM; 0.1% of 190,000 active; AID 1009, 2008;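 further: 0% = no compound tracer wells and 100% = peptide blocker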
# Target sequence (Q07820 whole entry, looked up): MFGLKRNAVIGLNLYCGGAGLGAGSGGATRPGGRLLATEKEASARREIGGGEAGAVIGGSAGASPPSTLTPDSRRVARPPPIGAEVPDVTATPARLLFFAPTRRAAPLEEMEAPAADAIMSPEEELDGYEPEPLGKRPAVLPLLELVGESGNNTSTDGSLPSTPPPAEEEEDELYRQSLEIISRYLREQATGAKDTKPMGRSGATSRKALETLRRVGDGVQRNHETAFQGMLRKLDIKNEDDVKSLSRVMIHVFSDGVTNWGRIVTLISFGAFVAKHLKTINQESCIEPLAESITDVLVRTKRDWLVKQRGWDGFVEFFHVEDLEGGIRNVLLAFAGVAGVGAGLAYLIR
# Mcl1-Noxa inh: Mcl-1/Noxa binding inhibitors, primary screen, biochemical, TR-FRET, 1536-well; TR-FRET Mcl-1/Noxa peptide binding, 2 h; AID 1022, 2008; inhibition, % at 21.7 µM; Induced myeloid leukemia cell differentiation protein Mcl-1 (Homo sapiens), Q07820; 1.5% of 220,000 active;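 active means compounds that cut the protein-peptide binding signal by more than 50% relative to plate controls in a single-dose test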;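 further: His-tagged Mcl-1 with rhodamine Noxa BH3 peptide and terbium anti-His antibody; 0% = Mcl-1 plus Noxa peptide wells and 100% = peptide-only wells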
# Bim-Bcl-XL: inhibitors of Bim-Bcl-XL binding, primary screen, biochemical, multiplexed, bead flow cytometry, human Bcl-XL; Bim peptide-Bcl-XL binding, fluorescence; inhibition, % at 10 µM; 0.04% of 190,000 active; AID 1007, 2008
# Target sequence (Q07817 whole entry, looked up): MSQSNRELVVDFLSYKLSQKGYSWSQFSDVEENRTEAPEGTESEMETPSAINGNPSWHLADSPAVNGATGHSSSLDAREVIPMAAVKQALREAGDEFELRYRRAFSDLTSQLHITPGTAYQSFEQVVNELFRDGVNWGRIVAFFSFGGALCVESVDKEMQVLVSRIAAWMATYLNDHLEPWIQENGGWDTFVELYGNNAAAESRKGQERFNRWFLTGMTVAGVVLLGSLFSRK
# RGS8-Gao reg: RGS8-Galphao binding modulators, primary screen, biochemical, multiplexed bead flow cytometry. actives lie on both sides. 0.34% of 220,000 active. response (percent of control binding), % at 10 µM. Guanine nucleotide-binding protein G(o) subunit alpha (Homo sapiens), P09471. AID 1423, 2008; in the data active means response below about 60% or above about 140%; inactive means in between;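 further: Galphao activated as the GDP aluminium fluoride complex binding bead-coupled RGS8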
# Bcl-W Bim block: inhibitors of Bim binding to Bcl-W, primary screen, biochemical, multiplexed, bead-based flow cytometry; Bim peptide-Bcl-W binding; inhibition, % at 10 µM; 0.02% of 190,000 active;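 further: 0% = bound tracer without compound and 100% = peptide blocker; higher means less fluorescent Bim peptide bound to Bcl-W beads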
# Target sequence (Q92843 whole entry, looked up): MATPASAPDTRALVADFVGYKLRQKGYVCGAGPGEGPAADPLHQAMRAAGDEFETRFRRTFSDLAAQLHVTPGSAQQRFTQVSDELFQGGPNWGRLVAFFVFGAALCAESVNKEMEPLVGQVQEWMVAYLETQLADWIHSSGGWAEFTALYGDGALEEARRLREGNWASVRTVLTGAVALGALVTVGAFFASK
# Mcl1-Bid inh: Mcl-1/Bid binding inhibitors, primary screen, biochemical, TR-FRET, 1536-well. 0.97% of 220,000 active. inhibition, % at 21.7 µM. Induced myeloid leukemia cell differentiation protein Mcl-1 (Homo sapiens), Q07820. AID 1021, 2008. TR-FRET Mcl-1/Bid-Dy647 peptide binding;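 active means compounds that cut the binding signal by more than half at the single screening dose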;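 further: His-tagged Mcl-1 with europium anti-His antibody binding Bid BH3 peptide; 0% = Mcl-1 plus peptide wells and 100% = peptide-only wells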
# Starred values were filed as active, the others as inactive; ? = inconclusive; nt = no result given; [ ] = dose if it differs, or a comment. Unless noted, no stated cut-off is given here; in the data, active means inhibition above about 40%.
SMILES,Bim-Bcl-B,RGS7-Gao,Bim-Bfl-1,RGS4-Gao reg,Bim-Bcl-2,Bim-Mcl-1,Mcl1-Noxa inh,Bim-Bcl-XL,RGS8-Gao reg,Bcl-W Bim block,Mcl1-Bid inh
CCOC(=O)CNC(=O)CNC(=O)c1nn(-c2ccc(OC)c(Cl)c2)c(=O)c2ccccc12,-2.0,99.7,-1.0,97.2,-2.0,0.0,0.6,-2.0,99.9,0.0,5.3
Nc1n[nH]c(C2CC2)c1N=Nc1ccc(Cl)cc1,nt,?,nt,109.0,nt,nt,27.8,nt,104.2,nt,3.7
Cc1cccc(C)c1OCC(=O)NCC1CCCO1 (centres undefined),0.0,102.7,2.0,95.9,-2.0,-4.0,5.9,-3.0,99.0,-7.0,-15.7
O=C(Nc1nc2ccc(S(=O)(=O)N3CCOCC3)cc2s1)c1cccs1,-3.0,109.5,2.0,103.6,-3.0,-17.0,18.6,0.0,104.4,1.0,5.8
N#CCCn1nc(-c2ccc(Br)cc2)cc1Nc1ccccc1NC(=O)C(F)(F)F,-2.0,100.4,-1.0,98.5,-4.0,-4.0,21.5,-2.0,101.7,-2.0,-6.7
COc1ccc(S(=O)(=O)Cc2ccc(C(=O)NC3CCCC3)o2)cc1,-9.0,103.1,-10.0,98.0,-10.0,0.0,1.4,-5.0,102.2,1.0,-16.9
N/C(=N\OC(=O)COc1ccccc1)c1ccccn1,-6.0,101.7,-7.0,103.3,-3.0,-3.0,-3.2,-5.0,103.1,-6.0,-9.1
Cc1ccc(CC(=O)NCC(C)C)cc1,-3.0,87.2,-6.0,89.8,0.0,-2.0,-7.5,-6.0,78.1,-1.0,-8.3
O=C(CCN1C(=O)COc2ccccc21)NCCN1CCN(c2ccccc2F)CC1,0.0,97.2,-13.0,100.3,-5.0,1.0,-15.1,-2.0,100.0,1.0,-41.9
Cc1ccc(-n2c(Cn3nc(C(F)F)cc3C(F)F)n[nH]c2=S)cc1,-41.0,102.2,8.0,85.0,-1.0,-3.0,4.3,-11.0,92.2,-7.0,-29.3
CC(OC(=O)c1cc2c(ccc3ccccc32)oc1=O)c1nc2ccccc2s1 (centres undefined),-16.0,103.7,0.0,102.5,-3.0,-3.0,-21.1,-6.0,101.3,-7.0,-18.4
Cc1cccc(/C=N/NC(=O)c2cc(-c3cccnc3)nc3ccccc23)c1,-5.0,?,-4.0,99.6,-5.0,0.0,0.7,-2.0,100.0,-2.0,-13.7
CC(C)CCN1CCN(Cc2cccs2)CC1CCO (centres undefined),0.0,98.0,4.0,103.0,0.0,-3.0,-1.8,-3.0,100.9,-3.0,-17.9
COc1ccc(C(=O)Oc2ccc(C(=S)N3CCOCC3)cc2)cc1,-54.0,111.8,17.0,106.3,-7.0,-14.0,-7.6,-17.0,99.4,-8.0,-28.3
COc1ccc(C(C)(C)C)cc1NC(=O)C1CC=CCC1C(=O)O (centres undefined),-7.0,100.0,-1.0,97.4,-7.0,-5.0,8.8,3.0,95.0,-7.0,-6.7
O=C(c1ccccc1)N(Cc1ccc(F)cc1)Cc1nc2ccccc2c(=O)[nH]1,-2.0,99.0,-1.0,99.0,-4.0,-4.0,17.3,-3.0,99.6,-3.0,9.5
O=C(c1cnc(N2CCN(c3ccccn3)CC2)c2ccccc12)N1CCN(c2cccc(Cl)c2)CC1,-1.0,92.2,-5.0,95.1,-2.0,1.0,1.5,0.0,94.8,1.0,-14.1
CCCNC(=O)Cn1sc2nc(C)cc(C)c2c1=O,nt,?,nt,78.2,nt,nt,12.5,nt,60.0,nt,-121.5
CC(C)(C)C1CCC2(CC1)SCC(=O)N2c1ccccc1 (centres undefined),-1.0,103.1,0.0,99.2,0.0,-1.0,11.9,-1.0,100.7,0.0,-8.8
CCCCc1ccc(C2C(C#N)=C(N)SC(N)=C2C#N)s1,-8.0,104.6,2.0,99.3,-6.0,-4.0,23.4,-7.0,94.5,-6.0,-47.5
CC(C)Cc1nc(NCCN2CCOCC2)c(C#N)c2c1COC(C)(C)C2,1.0,97.4,0.0,99.3,1.0,1.0,2.5,0.0,99.3,0.0,-17.7
CCOC(=O)Cc1c(C)nc2c(C#N)c[nH]n2c1=O,6.0,95.1,-2.0,95.8,4.0,5.0,35.9,7.0,96.5,3.0,-37.3
Cc1c(C(=O)N2CCC(C)CC2)sc2ncnc(N3CCN(c4ccccc4)CC3)c12,-12.0,101.5,-9.0,104.5,-8.0,-2.0,18.9,-11.0,99.0,0.0,-6.6
CC1CN(CCCOc2ccccc2[N+](=O)[O-])CC(C)O1 (centres undefined),-4.0,101.2,-9.0,100.0,-5.0,0.0,4.3,-2.0,108.8,0.0,32.2
Cc1ccccc1C(=O)NNC(=O)c1ccc(F)cc1,5.0,97.2,2.0,99.7,2.0,0.0,-1.6,4.0,98.9,0.0,-39.1
COc1ccc(C(=O)N2CCN(c3ccc([N+](=O)[O-])c(-n4nc(C)cc4C)c3)CC2)cc1,2.0,98.9,2.0,100.8,7.0,2.0,-2.0,0.0,103.5,4.0,1.0
O=c1[nH]c(Nc2ccccc2)cc2ccccc12,0.0,103.1,-1.0,103.6,-4.0,-3.0,-9.2,-1.0,103.2,1.0,-41.5
COc1cccc(-n2c(Cc3cc(=O)[nH]c(=O)[nH]3)nnc2SCC(=O)N2CCCC2)c1,12.0,103.2,11.0,102.1,7.0,0.0,5.0,9.0,101.0,15.0,-33.2
COc1cccc(Nc2nnc(SCN3C(=O)c4ccccc4C3=O)s2)c1,15.0,129.8,35.0,122.2,20.0,26.0,2.6,36.0,153.4*[activator],27.0,-8.5
CCCNC(=O)c1onc(CSc2ccccn2)c1C(=O)NCCC,nt,?,nt,101.4,nt,nt,-14.5,nt,99.6,nt,-9.6

# Another view of three compounds above.
# Every second line gives: Bim-Bcl-B, RGS7-Gao, Bim-Bfl-1, RGS4-Gao reg, Bim-Bcl-2, Bim-Mcl-1, Mcl1-Noxa inh, Bim-Bcl-XL, RGS8-Gao reg, Bcl-W Bim block, Mcl1-Bid inh
CC1CN(CCCOc2ccccc2[N+](=O)[O-])CC(C)O1 (centres undefined)
  -4.0, 101.2, -9.0, 100.0, -5.0, 0.0, 4.3, -2.0, 108.8, 0.0, 32.2
COc1cccc(Nc2nnc(SCN3C(=O)c4ccccc4C3=O)s2)c1
  15.0, 129.8, 35.0, 122.2, 20.0, 26.0, 2.6, 36.0, 153.4*[activator], 27.0, -8.5
Cc1ccccc1C(=O)NNC(=O)c1ccc(F)cc1
  5.0, 97.2, 2.0, 99.7, 2.0, 0.0, -1.6, 4.0, 98.9, 0.0, -39.1

# (list continues)
SMILES,Bim-Bcl-B,RGS7-Gao,Bim-Bfl-1,RGS4-Gao reg,Bim-Bcl-2,Bim-Mcl-1,Mcl1-Noxa inh,Bim-Bcl-XL,RGS8-Gao reg,Bcl-W Bim block,Mcl1-Bid inh
COc1ccc(NC(C)=O)cc1NC(=O)c1cccc(C(F)(F)F)c1,-2.0,?,-3.0,99.3,-2.0,3.0,2.1,0.0,101.1,2.0,-53.1
CC(=O)Nc1ccc(S(=O)(=O)N(C)CC(=O)N/N=C/c2cccc(O)c2)cc1,5.0,116.0,0.0,103.7,2.0,8.0,4.1,5.0,101.0,7.0,-17.8
CC(C)OCCCNC(=O)c1ccc(Br)cc1,0.0,107.0,0.0,101.2,0.0,-1.0,-7.0,0.0,112.7,-2.0,2.8
CCCCN(CC)CCCNC(=O)C1CCN(c2ncnc3c2sc2cccc(F)c23)CC1,-3.0,95.9,-4.0,100.1,-2.0,-6.0,44.5,0.0,100.6,-1.0,4.5
Fc1cccc(CN2CCCCCCC2)c1,4.0,99.2,4.0,101.6,-4.0,-5.0,33.0,4.0,103.2,3.0,41.9
Cc1ccc(C)c(N(CC(=O)NC2CCCC2)C(=O)c2cc3cc4cccc(C)c4nc3s2)c1,-4.0,103.2,0.0,104.1,-5.0,0.0,-11.6,-1.0,105.0,-2.0,-0.9
CN(C)CCN1C(=O)NC(C)(c2ccc([N+](=O)[O-])cc2)C1=O (centres undefined),-7.0,103.2,-15.0,101.4,-12.0,0.0,-0.7,-6.0,105.2,-8.0,-10.9
O=C1CCCN1c1ccc(S(=O)(=O)Nc2cccnc2)cc1,-3.0,136.8,0.0,106.4,-1.0,0.0,23.1,-1.0,99.8,0.0,-3.1
Fc1ccc(COc2ccc(/C=N/n3cnnc3)cc2)cc1,-1.0,101.3,-1.0,100.9,0.0,-2.0,-6.2,1.0,100.4,-3.0,2.2
Cc1cc(NC(=O)COc2ccccc2C)no1,0.0,89.9,-6.0,95.1,-3.0,0.0,14.0,0.0,96.5,-1.0,-29.6
C#CCOC(=O)CCC(=O)Nc1cc(OC)nc(OC)n1,-3.0,99.1,-9.0,97.8,-7.0,0.0,4.9,-4.0,97.8,-6.0,-36.8
CC(C1CC1)N(Cc1ccccc1)C(=O)NC(=O)c1ccccc1 (centres undefined),0.0,?,-6.0,98.0,0.0,2.0,-0.2,-2.0,99.8,-3.0,-1.2
COc1ccccc1OCCCCCCN1CCOCC1,-3.0,96.0,-3.0,100.2,-10.0,0.0,23.0,-3.0,98.6,-2.0,22.1
Cc1cc(/C=C2/NC(=O)N(c3ccccc3)C2=O)c(C)n1C(C)C,-5.0,100.5,2.0,99.4,-1.0,-4.0,1.1,-5.0,99.9,-3.0,-57.2
CCN(CC)/C(Sc1ccccc1)=C(/C(Cl)=C(Cl)Cl)[N+](=O)[O-],-3.0,98.8,-3.0,100.4,-3.0,-2.0,-4.0,-2.0,99.0,-2.0,6.8
CC(C)N1CSC(=S)N(Cc2ccccc2)C1,-13.0,94.5,-4.0,91.0,-2.0,-4.0,-26.7,-2.0,96.0,-5.0,-14.6
S=C(Nc1ccc2nsnc2c1)NC1CCCCC1,-10.0,96.8,-1.0,100.0,0.0,0.0,32.9,-3.0,92.4,0.0,-35.5
COc1ccc(NC(=O)c2ccco2)cc1NC(=O)c1c(F)c(F)c(OC)c(F)c1F,-9.0,99.1,-12.0,99.3,-7.0,-3.0,5.6,-5.0,100.6,0.0,-35.8
O=C(N/N=C/c1ccco1)c1ccncc1,-1.0,99.2,0.0,100.6,0.0,-3.0,6.0,0.0,97.1,-2.0,-8.6
COc1cc(/C=N/Nc2ccccc2)ccc1OC(=O)c1cccs1,0.0,98.5,5.0,96.9,0.0,1.0,19.5,1.0,99.4,0.0,-8.1
O=C(CSC1=NC(=O)C(c2ccccc2)C(=O)N1)Nc1ccccc1Cl (centres undefined),-1.0,97.3,-5.0,95.2,0.0,0.0,7.9,0.0,98.9,3.0,-9.8
COc1ccc(/C=C2\N=C(c3ccccc3)N(c3ccc(C(=O)O)cc3)C2=O)cc1OC,nt,?,nt,114.3,nt,nt,13.2,nt,103.9,nt,-9.6
